UbGFP stabilizer: ubiquitin-GFP accumulation via proteasome inhibition; Potency, µM (series often up to 45.9 µM), without a hit: top-dose activation (GFP accumulation), hits mostly activators; 67,000 tested, under 10 active; Ubiquitin-GFP reporter cells, proteasome inhibition, GFP fluorescence; response scale: untreated = 0%, 10 µM MG-132 = 100%; active means well fitted activation curve with a large enough effect, not every such curve was filed as active; inconclusive means small, poorly fitted or top-dose-only effect, or another doubt; inactive means no such curve, though single readings can be large or run the other way; further: potency means the concentration at half of the fitted maximal effect
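Proteasome blockade was scored as a rise in GFP-expressing U2OS cells carrying a ubiquitin(G76V)-GFP construct, imaged after 4 hr compound treatment at 37 °C across a 46 uM–2.9 nM series.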
HADH2 inhib: blocks human hydroxyacyl-CoA dehydrogenase type II; Q99714; recombinant HADH2, NADH fluorescence, beta-hydroxybutyryl-CoA; Potency, µM (titrated, usually from 57.1 µM), for the others: at the top dose activity change, negative = inhibition, actives largely listed as inhibitors; actives 3.4% (n = 73,000); AID 886; further: potency means the concentration at half of the fitted maximal effect; on the % scale 0 is the no-effect control and ±100 the full control effect; nearly all actives have a fitted effect of over 60% in size; many of its hits are not listed in these tables
Target sequence (Q99714 whole entry, looked up, one chain of several): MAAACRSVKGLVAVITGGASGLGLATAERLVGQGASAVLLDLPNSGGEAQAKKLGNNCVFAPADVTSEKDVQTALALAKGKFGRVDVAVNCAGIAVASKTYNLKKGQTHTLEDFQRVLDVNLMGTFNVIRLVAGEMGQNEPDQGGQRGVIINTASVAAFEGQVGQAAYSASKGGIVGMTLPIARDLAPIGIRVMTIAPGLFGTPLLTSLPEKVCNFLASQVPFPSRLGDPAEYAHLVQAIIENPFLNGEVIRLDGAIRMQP
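Activity measured as NADH fluorescence gain (360/450 nm), taken as the change between first and last reads of a 4-min kinetic run. Conditions: pH 9.0 Tris buffer, 20 nM E. coli-expressed His-tagged enzyme, 1 mM NAD+, 90 uM beta-hydroxybutyryl-CoA; 15-min compound preincubation.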
BRCT inh red: inhibitors of human BRCA1 BRCT-phosphoprotein interaction (red fluorophore) | AID 892 | actives 0.03% (n = 75,000) | BRCT-phosphopeptide binding, red fluorescence polarization | Potency, µM (series often up to 76.9 µM), without a hit: at the top dose activity change, negative = inhibition, most hits filed as inhibitors; further: on the % scale 0 is the no-effect control and ±100 the full control effect
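Rhodamine-labelled pBACH1 10-mer (100 nM) bound to BRCT domain (100 nM) at pH 7.3; compounds incubated 12 min room temperature, polarization read. Free peptide defines full inhibition; unlabelled decapeptide titrated as control.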
15-hLO inh: inhibitors of human 15-lipoxygenase (ALOX15); AID 887; purified 15hLO-1, xylenol orange hydroperoxide absorbance; P16050; Potency, µM (doses to about 57.1 µM), for inactives: top-dose activity change, negative = inhibition, usual class: inhibitors; actives 1.4% (n = 74,000); further: potency means the concentration at half of the fitted maximal effect; on the % scale 0 is the no-effect control and ±100 the full control effect; nearly all actives have a fitted effect of over 55% in size
Target sequence (P16050 whole entry, looked up): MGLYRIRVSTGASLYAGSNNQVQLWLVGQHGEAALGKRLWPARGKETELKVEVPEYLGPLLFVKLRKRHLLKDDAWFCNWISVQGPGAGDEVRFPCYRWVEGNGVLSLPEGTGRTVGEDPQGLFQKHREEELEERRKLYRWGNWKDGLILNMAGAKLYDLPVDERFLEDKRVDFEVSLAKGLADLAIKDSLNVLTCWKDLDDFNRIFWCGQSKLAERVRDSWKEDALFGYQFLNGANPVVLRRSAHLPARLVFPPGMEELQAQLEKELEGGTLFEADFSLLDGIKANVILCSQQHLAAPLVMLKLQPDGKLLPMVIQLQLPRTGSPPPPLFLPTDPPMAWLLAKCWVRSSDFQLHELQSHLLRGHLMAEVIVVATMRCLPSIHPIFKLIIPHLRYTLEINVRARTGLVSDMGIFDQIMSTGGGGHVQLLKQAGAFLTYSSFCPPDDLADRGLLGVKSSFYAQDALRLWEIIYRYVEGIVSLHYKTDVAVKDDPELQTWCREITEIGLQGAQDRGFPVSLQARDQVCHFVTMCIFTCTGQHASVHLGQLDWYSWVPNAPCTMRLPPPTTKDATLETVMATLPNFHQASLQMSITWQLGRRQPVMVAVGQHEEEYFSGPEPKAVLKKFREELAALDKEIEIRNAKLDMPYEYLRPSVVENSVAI
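Purified human 15hLO-1 (40 nM) in 25 mM Hepes pH 7.5, 0.01% Triton X-100, preincubated 15 min RT with compound, then 50 uM arachidonic acid for 6 min. Hydroperoxide read by ferrous/xylenol orange, 30 min; 573/405 nm absorbance ratio gave progress.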
Epigenetic mod: epigenetic modulators derepressing GFP locus in mouse cells | mouse C127i GFP locus derepression, cytometry, 30 h | Potency, µM (highest dose often 46.1 µM), inactives show at the highest dose GFP derepression (activation) | actives 0.09% (n = 68,000) | AID 597; further: % of control where 0% means no effect
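Derepression screen: silenced CMV-GFP reporter in murine C127i cells, 30 h compound incubation at 37 C, washed cells imaged by laser-scanning cytometer to enumerate GFP-expressing objects of 20 to 120 um.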
HBB splicing: alters splicing of the hemoglobin beta chain; HBB splicing reporter cell assay, activation; EGFP reporter with mutant IVS2-654 intron; response scale: normalised to 500 nM splice-correcting PNA; Potency, µM (doses to about 46.1 µM), without a hit: at the highest dose activation, usual class: activators; actives 0.06% (n = 65,000); AID 925; further: potency means the concentration at half of the fitted maximal effect; 0% is about no effect
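Compounds were applied for 2 days to HeLa EGFP-654 cells, 500/well in Optimem with 2% FCS. The reporter's EGFP is disrupted by mis-splicing of beta-globin intron IVS2-654. Readout: summed well GFP fluorescence from 488 nm laser scanning; reference was 500 nM antisense […] 654 PNA.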
USP2a inhib: blocks human ubiquitin-specific protease USP2a | actives 0.1% (n = 60,000) | USP2a enzymatic assay, qHTS inhibition | AID 927 | O75604 | Potency, µM (series often up to 38.3 µM), for the others: top-dose activity change, negative = inhibition, hits mostly inhibitors;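 further: potency means the concentration at half of the fitted maximal effect; nearly all actives have a fitted effect of over 60% in size; plate controls were DMSO for no effect and NEM full inhibition control for full effect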
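USP2 core (20 nM final) was preincubated with compound for 30 min at RT in 20 mM Tris-HCl pH 8.0, 2 mM CaCl2, 2 mM beta-mercaptoethanol; Ub-PLA2 (20 nM) plus NBD C6-HPC (20 uM) then added, fluorescence read after 2.5 h.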
DNA Pol III inh: inhibitors of bacterial DNA polymerase III holoenzyme. reconstituted DNA polymerase III holoenzyme replication, biochemical. Potency, µM (titrated, usually from 57.1 µM), inactives show at the top dose activity change, negative = inhibition. AID 603. actives 0.25% (n = 71,000); further: potency means the concentration at half of the fitted maximal effect; on the % scale 0 is the no-effect control and ±100 the full control effect
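Reconstituted *E. coli* holoenzyme (0.35 nM Pol III, 1 nM beta, 154 nM SSB, 2 nM primase) was preincubated with compound for 15 min at RT. Synthesis on 1.4 nM ssM13Gori ran 35 min, then was stopped with PicoGreen/EDTA and read as dsDNA fluorescence.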
CRE Fsk mod: alters forskolin-stimulated CRE reporter signaling in CHO cells; AID 662; CHO CRE-bla reporter (cAMP response element driving beta-lactamase), forskolin EC10, beta-lactamase ratio; actives 2.5% (n = 71,000); Potency, µM (doses to about 38.2 µM), for inactives: at the highest dose activity change, negative = inhibition, usual class: activators; active means well fitted activation curve with a large enough effect in the signal ratio, with a control signal flat, not every such curve was filed as active; inconclusive means small, poorly fitted or top-dose-only effect, or effect the other way, or a change in a side signal; the % refers to the signal ratio; further: potency means the concentration at half of the fitted maximal effect; % of control where 0% means no effect
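Beta-lactamase reporter under a cAMP responsive element in CHO cells; compounds tested in titration series against EC10 NKH 477, 3 h at 37 °C. Read-out: CCF4 FRET ratio 460nm/530nm (excitation 405nm) giving %Activity, fitted to AC50.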
Hsp90 Hop PPI: changes Hsp90-Hop TPR2A binding signal, up or down | actives 0.44% (n = 71,000) | Potency, µM (top dose mostly 57 µM), for inactives: top-dose activity change, negative = inhibition | AID 595 | AlphaScreen TPR2A-His6 binding biotin-Hsp90 C-terminal peptide; active means well fitted curve in either direction with a large enough effect; inconclusive means small, poorly fitted or top-dose-only effect, or another doubt; further: potency means the concentration at half of the fitted maximal effect; on the % scale 0 is the no-effect control and ±100 the full control effect; many of its hits are not listed in these tables
BRCT PPI green: blocks human BRCA1 BRCT binding to phosphopeptide, green readout. BRCA1 BRCT-phosphopeptide binding, green fluorescence polarization. Potency, µM (titrated, usually from 76.9 µM), inactives show top-dose activity change, negative = inhibition, hits mostly inhibitors. actives 0.05% (n = 75,000). AID 875;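 further: potency means the concentration at half of the fitted maximal effect; plate controls were peptide without protein for full effect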
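Compounds were incubated for 12 min at room temperature with a complex of 100 nM fluorescein-tagged pBACH1 decapeptide and 250 nM His-tagged BRCT protein. Buffer was phosphate pH 7.3 with EDTA, DTT and Tween 20. Disruption of binding lowers the polarization signal.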
Active calls of the source: *; ? = inconclusive; . = not tested or not shown; [ ] = remark or other dose. Unless noted, the call rests on the fitted dose curve; in most records, active means well fitted curve in the direction sought with a large enough effect; inconclusive means small, poorly fitted or top-dose-only effect, or another doubt; inactive means no such curve, though single readings can be large; an effect the other way counts as inactive or inconclusive. A portion of the library, so the mix of outcomes need not match the whole.

The line under a structure holds: UbGFP stabilizer	HADH2 inhib	BRCT inh red	15-hLO inh	Epigenetic mod	HBB splicing	USP2a inhib	DNA Pol III inh	CRE Fsk mod	Hsp90 Hop PPI	BRCT PPI green
COc1ccc(-c2nc3ccccc3s2)cc1O
  -5%	?	-1.7%	-20%	8%	-0.9%	12%	-7%	5%	0%	1.8%
O=C(Nc1nc2c(s1)CCCC2)C1COc2ccccc2O1 (configuration not stated)
  12%	-19%	1.5%	-11%	.	-1.0%	.	7%	7%	0%	-1.1%
CC(=O)c1c(NCc2ccccc2)nc(=O)n(-c2ccccc2)c1C
  0%	14%	0.2%	?	0%	-1.2%[9.22 µM]	32%[activator]	0%	-4%	42%	0.7%
O=c1c(-c2ccc(Cl)cc2)nc2cnc(N3CCNCC3)nc2n1Cc1cccs1
  4%	25%	11%	?	0%[9.22 µM]	-1.1%	77%[activator]	25µM*	?	14%	19%
CCOC(=O)N1CCN(C(=O)CSCC(=O)Nc2nc(-c3cccs3)cs2)CC1
  1%	0%	0.2%	-9%	-2%	-0.4%	22%	-6%	12%	-3%	0.7%
O=C(NCCN1CCN(Cc2ccccc2)CC1)C1CC(=O)N(C2CCCC2)C1 (configuration not stated)
  -12%	13%	0.1%	6%	0%	0.8%	13%	1%	-12%	-1%	-0.7%
CCOC(=O)N1CCC(NC(=O)CCc2c(C)nc3ncnn3c2C)CC1
  1%	5%	-0.4%	21%	2%	-4.8%	0%	2%	14%	-5%	-0.7%
CN(C)S(=O)(=O)CC12CCC(CC1=O)C2(C)C (configuration not stated)
  2%	-2%	-1.0%	-1%	2%	-1.2%	1%	-5%	-2%	-1%	-5.7%
CCN[C@@H]1C[C@H](C)S(=O)(=O)c2sc(S(N)(=O)=O)cc21
  10%[20.5 µM]	1%[25.6 µM]	0.8%[34.4 µM]	9%[25.6 µM]	2%[20.6 µM]	-1.0%[20.6 µM]	-2%[17.1 µM]	0%[25.6 µM]	-1%[17.1 µM]	0%[26 µM]	-1.0%[34.4 µM]
COc1ccccc1C1N(c2ccc(Cl)cc2)C(=O)C2CCCN21 (configuration not stated)
  4%	-1%	1.3%	0%	0%	0.3%	5%	-5%	-11%	7%	-1.2%
COc1ccc([C@@H]2[C@H]3CN(C(C)=O)CC=C3C(C#N)=C(N)C2(C#N)C#N)c2ccccc12
  7%	-9%	1.2%	13µM*	0%	8.9%[1.84 µM]	31%[activator]	-6%	?	-13%	4.8%
O=C1C2=C(SCCS2)C(=O)N1CCCO
  11%	-10%	-0.6%	-2%	0%	-0.3%[9.22 µM]	-2%	9%	0%	2%	-6.2%
COc1ccc(-n2c(Cc3cccn3C)nnc2SCC(=O)Nc2cccc(C)c2C)cc1
  7%	-11%	-0.8%	-13%	.	0.1%	.	0%	-22%	-1%[2.3 µM]	2.2%
CCNc1nc(NC(C)C)nc(NS(=O)(=O)c2ccc(Cl)cc2)n1
  -3%	1%	-0.1%	-11%	0%	4.1%	0%	-1%	-2%	-1%	0.1%
Cc1ccc(S(=O)(=O)c2nc(C)oc2NCc2ccccc2)cc1
  -1%	-5%	-0.4%	-2%	0%	-1.0%	-4%	4%	-8%	-1%	-1.5%
CCOC(=O)c1ccc(Nc2c(CC)c(C)nc3ncnn23)cc1
  -2%	4%	-1.5%	-9%	0%	.	6%	-8%	20%	?	0.6%
CC(=O)O[C@@H](C)C[N+](C)(C)C
  1%[20.5 µM]	0%[25.6 µM]	-0.1%[34.4 µM]	6%[25.6 µM]	-1%[20.6 µM]	-0.4%[20.6 µM]	-9%[17.1 µM]	-2%[25.6 µM]	-2%[17.1 µM]	-4%[26 µM]	-1.4%[34.4 µM]
CN(C)S(=O)(=O)c1cccc(C(=O)N2CCN(Cc3ccccc3)CC2)c1
  4%	8%	-0.1%	-7%	-1%	0.1%	3%	1%	?	-2%	0.7%
COC(=O)c1ccc(-c2nc(-c3cccs3)no2)cc1
  -8%	-6%	-1.8%	-9%	.	-0.3%	.	-6%	7%	1%[2.3 µM]	-3.1%
CCCCCCNS(=O)(=O)c1ccc(OC)c(OC)c1
  11%	-2%	0.5%	0%	1%	-1.0%	9%	-2%	6%	6%	0.8%

Further entries.
The line under a structure holds: UbGFP stabilizer	HADH2 inhib	BRCT inh red	15-hLO inh	Epigenetic mod	HBB splicing	USP2a inhib	DNA Pol III inh	CRE Fsk mod	Hsp90 Hop PPI	BRCT PPI green
CCCCn1c(SCn2nnc3ccccc3c2=O)nc2cc(C(=O)OC)ccc2c1=O
  -3%	8%	1.0%	1%	0%	0.1%	0%	-6%	7%	-2%	-3.1%
O=C(CCn1c(=S)[nH]c2cc3c(cc2c1=O)OCO3)N1CCN(C2CCCCC2)CC1
  1%	-7%	0.8%	3%	4%	4.5%[0.369 µM]	1%	-8%	-4%	-6%	0.7%
COCC(=O)N1CCC2(CC1)CCN(c1ncccn1)CC2
  2%	-2%	-0.9%	-2%	-5%[9.22 µM]	0.4%	-4%	-11%	2%	1%	-1.2%
c1ccc(Cc2nn3c(Cn4cnc5ccccc54)nnc3s2)cc1
  6%	-25%	-1.1%	3%	3%	-1.7%	5%	-6%	15%	-2%	1.0%
CC(=O)NCC(=O)OCC(=O)c1ccc(C)cc1
  -3%	-4%	-0.2%	3%	-2%	-1.3%	-1%	-3%	-5%	-3%	0.4%
O=C(NC(c1ccccc1)c1ccccc1)N1CCN(CCO)CC1
  0%	3%	0.7%	-1%	0%	-1.2%	-7%	-9%	-2%	-4%	-0.6%
Cc1cc(N2CCCC2)n2nc(C)c(-c3ccccc3)c2n1
  6%	?	2.8%	6%	2%	2.3%[1.84 µM]	5%	4%	12%	1%	-1.4%
CCCn1c(SCC(=O)Nc2nnc(-c3ccccc3)s2)nnc1-c1ccccn1
  4%	-5%	1.0%	-3%	3%	-1.4%	48%[activator]	2%	-1%	-5%	-1.3%
CCn1c(COc2ccccc2)nnc1SCC(=O)Nc1cc(OC)ccc1OC
  3%	-7%	-1.0%	-1%	9%	-0.1%[57.5 µM]	.	-5%	4%	-6%	-0.1%
CN(C(=O)COC(=O)COc1ccc(Cl)cc1)C1CCCCC1
  2%	12%	0.8%	5%	1%	-0.2%	5%	2%	?	-6%	-2.1%
Cc1nc2nc(C)c(CCC(=O)NCCC3=CCCCC3)c(C)n2n1
  25%	4%	-0.2%	-11%	0%	1.9%	-1%	0%	?	-3%	0.0%
COCC(C)n1c(C)cc(C(=O)CN2C(=O)NC3(CCCCC3C)C2=O)c1C (configuration not stated)
  3%	0%	-0.8%	1%	0%	-0.5%	9%	2%	22%	-4%	-3.3%
CN(Cc1ccco1)c1nc(-c2ccccc2C(F)(F)F)nc2ccccc12
  -4%	?	0.7%	16µM*	-2%[9.22 µM]	-0.3%	121%[activator]	0%	5%	11%	-2.0%
CC1CCc2nc(NC(=O)CN3CCN(c4ccccc4)CC3)sc2C1 (configuration not stated)
  -2%	18%	-0.5%	-11%	4%	-1.0%	9%	-3%	-2%	-4%	-3.2%
Cc1ccc(CNC(=O)C2CCN(S(=O)(=O)c3cccs3)CC2)o1
  22%	-8%	0.0%	0%	1%	5.3%	10%	0%	-14%	-3%	1.1%
CCOC(=O)N1CCN(C(=O)c2ccc(C#CC3(O)CCCCC3)cc2)CC1
  12%	-3%	0.0%	3%	0%	0.5%	22%	2%	-2%	-4%	-1.7%
CC(=O)NC1(C(F)(F)F)C(=O)Nc2c1c(=O)[nH]c(=O)n2Cc1ccco1 (configuration not stated)
  -5%	-7%	1.2%	-5%	0%	-0.7%	3%	-3%	?	-4%	-0.1%
